JMJD2A Tudor inh: qHTS Assay for Inhibitors of JMJD2A-Tudor Domain; Lysine-specific demethylase 4A (Homo sapiens), O75164; AlphaScreen JMJD2A-Tudor / H3K4me3 peptide binding; Potency, µM (titrated, usually from 114 µM), inactives show at the top dose activity change, negative = inhibition, most hits filed as inhibitors; 4.4% of 390,000 active; AID 504339, 2011; also: potency is read from the fitted curve at half-maximal effect; % is scaled to controls: 0 for no effect and ±100 for the full control effect; nearly all actives have a fitted effect of over 50% in size
HP1b chromo inh: HTS for Inhibitors of HP1-beta Chromodomain Interactions with Methylated Histone Tails; 0.56% of 390,000 active; AlphaScreen HP1-beta / biotin-H3K9me3 peptide binding; Chromobox protein homolog 1 (Homo sapiens), P83916; Potency, µM (top dose mostly 114 µM), for inactives: at the top dose activity change, negative = inhibition, actives largely listed as inhibitors; AID 540317, 2011; also: potency is read from the fitted curve at half-maximal effect; nearly all actives have a fitted effect of over 70% in size; inactives centre near 23
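Compound inhibition of the preformed complex between 50 nM HP1-beta and 50 nM biotinylated H3K9me3 peptide was read by AlphaScreen. Buffer was PBS pH 7.4 with 0.01% Tween-20. Incubations ran 30 min at room temperature, with 10 ug/mL donor/acceptor beads.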
Pol eta inh: qHTS for Inhibitors of Polymerase Eta. recombinant Pol eta, fluorescent DNA replication assay. Potency, µM (series often up to 114 µM), without a hit: at the highest dose activity change, negative = inhibition, usual class: inhibitors. 1.2% of 390,000 active. AID 588591, 2011; also: potency is read from the fitted curve at half-maximal effect; % is scaled to controls: 0 for no effect and ±100 for the full control effect
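Fluorescent replication assay: 50 nM final substrate added after a 15 min room-temperature compound preincubation with 10 nM enzyme. Signal taken at 0 min and again at 10 min.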
PI4K2A inh: qHTS for small molecular inhibitors of PI4K2A; purified PI4K2A, ADP-Glo luminescence, 1 h; stronger effect = lower value; activity change, negative = inhibition, % at 76.9 µM; 0.13% of 420,000 active; AID 1346378, 2018; in the data active = activity change below about -50%; inconclusive = mostly about -30% to -49%;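 also: -100% = wells without enzyme as full effect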
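PI4K2A activity was measured by ADP-Glo luminescence: enzyme (4 ug/mL stock) and phosphatidylinositol (1.2 mM stock) in Tris pH 7.5/MgCl2/EGTA/Triton X-100 buffer were reacted with ATP (300 microM stock) for one hour at ambient temperature.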
BAZ2B inh: qHTS Assay for Inhibitors of BAZ2B. AlphaScreen BAZ2B-H3K14Ac peptide displacement. Potency, µM (titrated, usually from 114 µM), without a hit: top-dose activity change, negative = inhibition, hits mostly inhibitors. Bromodomain adjacent to zinc finger domain protein 2B (Homo sapiens), Q9UIF8. 4.4% of 360,000 active. AID 504333, 2011; also: potency is read from the fitted curve at half-maximal effect; % is scaled to controls: 0 for no effect and ±100 for the full control effect; nearly all actives have a fitted effect of over 60% in size
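AlphaScreen luminescence quantifies BAZ2B engagement of H3K14Ac peptide; the protein and biotinylated peptide are both at 50 nM final, buffer PBS pH 7.4 with 0.01% Tween-20, all steps at room temperature.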
G9a block: qHTS Assay for Inhibitors of Histone Lysine Methyltransferase G9a; G9a H3K9 monomethylation, AlphaScreen, 2 h; Potency, µM (highest dose often 102 µM), for the others: at the top dose activity, negative = inhibition, usual class: inhibitors; 8.8% of 350,000 active; AID 504332, 2011; also: potency is read from the fitted curve at half-maximal effect; % is scaled to controls: 0 for no effect and ±100 for the full control effect; nearly all actives have a fitted effect of over 75% in size
Target sequence (Q96KQ7 913-1193 limits assumed): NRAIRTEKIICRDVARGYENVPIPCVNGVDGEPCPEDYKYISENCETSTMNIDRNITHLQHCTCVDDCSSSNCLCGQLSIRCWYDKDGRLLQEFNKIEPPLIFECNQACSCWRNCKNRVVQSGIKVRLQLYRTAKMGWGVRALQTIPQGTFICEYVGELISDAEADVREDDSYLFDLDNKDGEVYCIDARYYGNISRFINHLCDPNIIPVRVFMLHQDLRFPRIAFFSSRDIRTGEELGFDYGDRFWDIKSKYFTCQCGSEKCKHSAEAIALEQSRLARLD
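Quantitative HTS format: methyltransferase activity on a biotin-tagged H3K9 peptide is measured by AlphaScreen, using a rabbit anti-monomethyl-H3K9 antibody with streptavidin donor and anti-IgG acceptor beads. Final levels are 20 nM enzyme, 500 nM peptide, 20 uM SAM; 2 h RT.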
GLS inh: qHTS for Inhibitors of Glutaminase (GLS); AID 624170, 2012; GLS enzymatic activity, qHTS titration; 0.21% of 410,000 active; Glutaminase kidney isoform, mitochondrial (Homo sapiens), O94925; Potency, µM (titrated, usually from 45.5 µM), for inactives: top-dose activity change, negative = inhibition, actives largely listed as inhibitors; also: potency is read from the fitted curve at half-maximal effect; % is scaled to controls: 0 for no effect and ±100 for the full control effect
Target sequence (O94925 whole entry, looked up, canonical isoform): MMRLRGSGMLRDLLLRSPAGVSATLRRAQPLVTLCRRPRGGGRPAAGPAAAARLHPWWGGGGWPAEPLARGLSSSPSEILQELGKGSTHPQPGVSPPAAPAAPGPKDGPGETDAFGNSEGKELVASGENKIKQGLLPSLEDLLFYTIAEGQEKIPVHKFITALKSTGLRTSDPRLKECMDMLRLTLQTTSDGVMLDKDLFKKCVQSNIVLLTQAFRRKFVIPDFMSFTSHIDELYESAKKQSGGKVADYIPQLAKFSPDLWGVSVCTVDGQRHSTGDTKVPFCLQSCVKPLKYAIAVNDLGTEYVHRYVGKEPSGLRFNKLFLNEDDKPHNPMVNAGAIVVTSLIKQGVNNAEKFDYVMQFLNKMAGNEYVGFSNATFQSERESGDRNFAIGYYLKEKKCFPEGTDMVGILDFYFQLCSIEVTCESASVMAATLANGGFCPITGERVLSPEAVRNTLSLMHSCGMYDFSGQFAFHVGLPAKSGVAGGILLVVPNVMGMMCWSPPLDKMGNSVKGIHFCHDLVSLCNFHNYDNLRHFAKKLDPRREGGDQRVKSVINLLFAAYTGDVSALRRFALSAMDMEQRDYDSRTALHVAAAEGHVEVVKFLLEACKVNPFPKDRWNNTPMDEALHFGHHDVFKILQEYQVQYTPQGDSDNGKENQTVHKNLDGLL
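hKGA in 45 mM KH2PO4 (pH 8.2), 0.02% Tween-20 with compound, then 1mM L-Glutamine (stock as added) plus glutamate oxidase/HRP/Amplex red coupling mix. Fluorescence read initially and after 30 min at RT; signal change reflects glutamate formation.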
Pin1 inh: qHTS Assay to Find Inhibitors of Pin1. Peptidyl-prolyl cis-trans isomerase NIMA-interacting 1 (Homo sapiens), Q13526. 0.009% of 390,000 active. Potency, µM (highest dose often 115 µM), for inactives: at the top dose activity, negative = inhibition, usual class: inhibitors. AID 504891, 2011. Pin1 FP peptide displacement, HiFluor488, 10 min; active = well fitted inhibition curve with a large enough effect in the polarisation, with a control signal flat, not every such curve was filed as active; inconclusive = small, poorly fitted or top-dose-only effect, or effect the other way, or a change in a side signal; inactive = no such curve, though single readings can be large or run the other way; the % refers to the polarisation; also: potency is read from the fitted curve at half-maximal effect; % is scaled to controls: 0 for no effect and ±100 for the full control effect
PGK inhibitor: qHTS Assay to Find Inhibitors of Phosphoglycerate Kinase; 0.043% of 380,000 active; Potency, µM (series often up to 57.5 µM), inactives show at the top dose activity change, negative = inhibition, hits mostly inhibitors; PGK/GAPDH coupled, Kinase-Glo luminescence, 60 min; also: potency is read from the fitted curve at half-maximal effect; % is scaled to controls: 0 for no effect and ±100 for the full control effect; nearly all actives have a fitted effect of over 60% in size
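Recombinant glycosomal PGK reaction used 1,3-bisphosphoglycerate generated in-well by GAPDH (100nM final) in 100mM TEA pH 7.6, 5mM MgCl2, 0.01% Tween-20. After 60 minutes at room temperature, ATP was read by Kinase-Glo Plus luminescence end-point.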
* marks the source's active call; other numbers are inactive results; i = inactive; ? = inconclusive; . = not tested or not shown; [ ] = another dose, or the depositor's remark. Unless noted, calls follow the shape of the dose curve; as a rule, active = well fitted curve in the direction sought with a large enough effect; inconclusive = small, poorly fitted or top-dose-only effect, or another doubt; inactive = no such curve, though single readings can be large; an effect the other way counts as inactive or inconclusive.

JMJD2A Tudor inh,HP1b chromo inh,Pol eta inh,PI4K2A inh,BAZ2B inh,G9a block,GLS inh,Pin1 inh,PGK inhibitor,mol
-2.1%,16.5%,-2.7%,2.6,.,.,-8.6%,8.7%,-2.9%,O=C(Nc1ccc(Cl)c(C(F)(F)F)c1)[C@@H]1CC=C[C@@H]2CCN(Cc3ccccc3)C(=O)[C@@H]21
-23.7%,5.8%,-19.0%,0.1,-1.0%,1.5%[59 µM],-12.5%,-1.9%,6.1%,CCOc1ccc(CNC(=O)c2sc3ncnc(N(C)C4CCCCC4)c3c2C)cc1
-14.7%,10.3%,3.8%,-0.8,-5.6%,17.4%[2.33 µM],1.8%,-0.2%,-4.6%,COc1ccc(/C=C/C(=O)NC(=S)Nc2ccccc2C(=O)NC2CCCCC2)cc1
-19.3%,4.3%,-7.0%,3.3,1.5%,-11.8%[2.33 µM],4.7%,6.5%,-1.7%,CCCCOc1ccc(C(=O)NCC(=O)NCC(c2ccc(F)cc2)N2CCOCC2)cc1 (stereo not drawn)
-5.8%,24.7%,-0.8%,-2.0,-14.2%,28.3%,-0.8%,4.8%,-4.6%,O=C(c1ccncc1)N1CCN(S(=O)(=O)c2cccc(F)c2)CC1
-8.1%,42.5%[activator],4.3%,7.6,4.0%,-24.6%,0.6%,-0.9%,2.4%,CCOc1ccccc1NC(=O)COC(=O)C1CC1
1.7%,32.7%,-11.7%,-0.2,-2.4%,.,-11.3%,-5.2%,i,CCCOc1ccc(N2C(=O)CC(N(CCCO)C(=O)CC)C2=O)cc1 (stereo not drawn)
-8.4%,44.2%[activator],-11.9%,1.9,4.1%,-31.6%,-12.1%,1.6%,-9.3%,CCOC(=O)Cc1csc(NC(=O)/C=C/c2ccc(OC)cc2)n1
-11.3%,5.5%,1.0%,4.8,-35.4%,33.4%[0.501 µM],30.4%[activator],-4.4%,-18.9%,CCc1ccc(NC(=S)Nc2cccc(OC)c2)cc1
-12.1%,38.6%[activator],-16.1%,2.4,-17.8%,.,54.8%[activator],1.5%,-4.4%,Cc1[nH]c2ccccc2c1/C=N/NC(=O)c1cc(C(C)C)[nH]n1
-19.8%,28.5%,-2.4%,0.9,-1.8%,-7.4%[59 µM],-7.3%,?,-5.3%,COc1ccc(N2CC(NC(=O)/C=C\c3ccccc3)CC2=O)cc1 (stereo not drawn)
3.8%,18.8%,-22.9%,3.1,-10.1%,-2.3%[59 µM],0.2%,-12.2%,-8.0%,Cc1ccc2[nH]c3c(c2c1)CCNC3=O

(continued)
JMJD2A Tudor inh,HP1b chromo inh,Pol eta inh,PI4K2A inh,BAZ2B inh,G9a block,GLS inh,Pin1 inh,PGK inhibitor,mol
?,-6.9%,?,-4.6,?,?,13.8%,-6.3%,-0.4%,Cc1cc(NS(=O)(=O)c2ccc(NC(NC(=O)C(C(F)(F)F)C(F)(F)F)(C(F)(F)F)C(F)(F)F)cc2)no1
24.7%,52.8%[activator],-10.1%,0.6,15.1%[57.1 µM],20.2%[59 µM],-2.3%,-9.6%,0.4%,CCCCc1nc2ccccc2n2c(-c3ccc(C)cc3)c3c(=O)n(C)c(=O)n(C)c3c12
-16.8%,30.6%,-27.3%,7.5,-2.4%,-9.9%[59 µM],-13.4%,?,-7.7%,Cc1cc(-c2nn(-c3ccccc3)cc2/C=C2\SC(N)=NC2=O)ccc1OC(C)C
?,0.6%[57 µM],-10.0%,-6.5,-20.5%,0.3%[59 µM],-13.5%,?,i,CCOC(=O)c1c(C)[nH]c(CCC(=O)NCc2cc(Br)ccc2OC)c1C
4.6%,30.3%,-4.4%,9.5,9.0%,12.9%[59 µM],5.3%,1.5%,-7.0%,CC(C)(C)NC(=O)COC(=O)c1cc(F)c(F)cc1Cl
-11.7%,4.4%,-18.7%,-0.9,.,-18.1%,10.7%,-2.0%,-8.9%,CC(C)(C)n1ncc2c(=O)n(Cc3ccc(Cl)c(Cl)c3)cnc21
-4.0%,49.8%[activator],-28.5%,2.8,-4.4%,9.9%,-6.6%,0.4%,0.6%,CN(Cc1nnc(-c2ccc(F)cc2)o1)c1ccccc1
-8.6%,19.4%,-21.2%,1.4,1.5%,?,-0.3%,-7.7%,5.7%,NS(=O)(=O)c1ccc(CCNC(=O)CSc2ccc([N+](=O)[O-])cc2)cc1
-7.9%,8.1%,0.6%,0.8,2.2%,-4.2%[59 µM],6.2%,-0.2%,i,CCCOC(=O)c1ccc(NC(=O)C2CCCO2)cc1 (stereo not drawn)
-14.9%,21.9%,-7.7%,2.4,-6.1%,7.2%[59 µM],2.3%,9.9%,1.2%,O=C(CSc1nnc(COc2cccc3ccccc23)o1)N1c2ccccc2CCc2ccccc21
-18.8%,11.8%,-12.4%,5.0,.,.,-3.3%,1.9%,i,CC(NC(=O)Cc1ccc(S(=O)(=O)N2CCOCC2)s1)c1ccc(Br)cc1 (stereo not drawn)
.,.,-2.1%,-8.1,.,.,-1.8%,.,-10.0%,COc1ccc(CN(CCCn2cnc3c(OC)ncnc32)CCCn2cnc3c(OC)ncnc32)cc1

Continuation:
JMJD2A Tudor inh,HP1b chromo inh,Pol eta inh,PI4K2A inh,BAZ2B inh,G9a block,GLS inh,Pin1 inh,PGK inhibitor,mol
-29.1%,-4.3%,-13.0%,-1.0,-32.2%,-8.3%[59 µM],27.8%,27.5%,0.8%,COCCNC(=S)N/N=C/c1c(C)[nH]c2ccccc12
-0.7%,16.4%,-16.3%,-1.0,5.3%,12.4%,-2.1%,0.9%,-5.8%,Cc1ccc(NC(=O)O/N=C/c2ccc(Br)cc2)cc1
1.4%,10.0%,6.8%,-1.6,18.2%,-24.2%,-8.4%,0.0%,-3.0%,O=C1c2ccccc2NC(c2cccs2)N1NS(=O)(=O)c1ccccc1 (stereo not drawn)
-8.5%,7.7%[57 µM],-4.0%,16.1,4.5%,9.3%,4.8%,6.7%,5.0%,O=C(NCc1ccccc1Cl)c1cnc2ccccc2n1
-6.4%,30.7%,-0.4%,4.1,-15.3%,34.4%,-0.3%,5.8%,5.9%,Cc1ccc(S(=O)(=O)N2CCOC2CNC(=O)C(=O)NCCCN2CCOCC2)cc1 (stereo not drawn)
-18.2%,48.4%[activator],-20.1%,-4.9,0.8%,2.6%[59 µM],-12.8%,-1.9%,-3.0%,CCOc1ccc(N2CC(C(=O)N3CCN(C(=O)c4ccco4)CC3)CC2=O)cc1 (stereo not drawn)
4.9%,14.4%,-8.9%,-2.7,-22.0%,31.3%,0.3%,-1.3%,-8.1%,CC1CCC2C(=O)N(c3ccccc3OC(=O)c3ccccc3F)C(=O)C2C1 (stereo not drawn)
56.2µM*,?,-19.5%,-7.1,.,.,16.4%,21.1%,1.2%,CCC(CO)Oc1cc(NCc2ccccc2)c2ncn(C3CCCC3)c2c1 (stereo not drawn)
?,-2.1%,-18.6%,-4.2,-6.4%,?,15.9%,-4.5%,13.7%,COc1ccc(-c2oc(/N=C/N3CCOCC3)c(C#N)c2-c2ccc(OC)cc2)cc1
-14.5%,-6.7%,-17.7%,-1.9,?,44.7µM*,26.5%,-2.2%,-1.7%,CCOC(=O)c1[nH]c2ccccc2c1NC(=S)Nc1ccccc1
?,7.4%,4.5%,-6.0,?,.,6.2%,-1.8%,-0.4%,Cc1nn(S(=O)(=O)c2cccs2)c(C)c1Sc1ccc([N+](=O)[O-])cc1
-12.4%,9.0%,-14.7%,-5.5,10.0%,-14.0%,1.4%,28.7%,-10.0%,O=C(NCCCN1CCOCC1)c1cn(-c2ccccc2)nc1-c1cccs1

Next section.
JMJD2A Tudor inh,HP1b chromo inh,Pol eta inh,PI4K2A inh,BAZ2B inh,G9a block,GLS inh,Pin1 inh,PGK inhibitor,mol
-2.1%,23.0%,-18.9%,-2.4,10.9%,-11.8%[59 µM],-15.2%,-11.5%,-5.7%,CC(C)(C)NC(=O)Cn1c(SCC(=O)NC2CCCCC2)nc2ccccc21
-12.6%,20.2%,1.4%,1.0,-4.7%,0.1%[59 µM],3.6%,6.4%,-8.7%,COc1ccc(C)cc1Nc1nc(-c2cccc(Cl)c2)c2c(n1)-c1ccccc1OC2
22.4µM*,?,-21.1%,-23.9,?,?,-6.2%,?,-11.2%,Cc1ccc(Cn2c(=S)[nH]c3ccc(N4CCOCC4)cc3c2=O)o1
?,-29.8%,-2.6%,-6.0,?,2µM*,0.0%,-7.7%,-4.8%,Cc1ccc(-c2cc(-c3n[nH]c(=S)n3C)c3ccccc3n2)cc1
-6.8%,32.4%,-2.9%,-2.2,-9.4%,?,10.9%,-6.3%,0.4%,CC(=O)Nc1ccc(S(=O)(=O)N2CCN(c3nnnn3-c3ccccc3)CC2)cc1
-17.3%,-13.0%,-7.0%,-6.3,-19.1%,18.8%[59 µM],-11.6%,-0.8%,-3.7%,COc1cc(OC)c(NC(=O)Cn2c(=O)cc(C)c3c(C)nn(-c4ccc(C)cc4)c32)cc1Cl

Compound activity as filed in PubChem.

Only part of the results is shown, so the mix of outcomes need not match the whole.
